# High-throughput results deposited in PubChem by Johns Hopkins Ion Channel Center.
# CHT inh: inhibitors of human choline transporter CHT; High affinity choline transporter 1 (Homo sapiens), Q9GZV3; CHT-expressing cells, membrane potential dye, choline response; active compounds read low; B-score at 10 µM; 0.86% of 310,000 active; AID 488975, 2010;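 active = B-score over 3 SD under the library average, and starting fluorescence ratio not unusually high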;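 note: choline stimulus applied at its EC90 after an EC20 pre-addition; B-score computed on integrated fluorescence ratio after choline addition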
# Target sequence (Q9GZV3 whole entry, looked up): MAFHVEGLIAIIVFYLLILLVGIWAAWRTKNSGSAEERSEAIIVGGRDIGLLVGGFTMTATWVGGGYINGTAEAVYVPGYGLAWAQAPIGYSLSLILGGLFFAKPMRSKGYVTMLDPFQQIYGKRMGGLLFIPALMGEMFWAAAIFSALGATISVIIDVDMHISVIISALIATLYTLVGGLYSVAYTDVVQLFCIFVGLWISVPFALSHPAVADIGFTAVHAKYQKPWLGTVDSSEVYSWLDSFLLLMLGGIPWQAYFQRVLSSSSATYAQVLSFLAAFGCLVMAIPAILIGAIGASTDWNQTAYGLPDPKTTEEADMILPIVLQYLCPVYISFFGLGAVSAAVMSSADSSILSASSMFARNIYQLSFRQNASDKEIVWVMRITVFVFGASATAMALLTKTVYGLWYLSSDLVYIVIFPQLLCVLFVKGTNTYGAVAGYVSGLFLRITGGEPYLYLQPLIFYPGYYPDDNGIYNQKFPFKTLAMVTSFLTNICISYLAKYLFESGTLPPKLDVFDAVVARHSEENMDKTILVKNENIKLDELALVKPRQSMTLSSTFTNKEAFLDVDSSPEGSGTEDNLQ
# Kir21 inh: inhibitors of mouse Kir2.1 inward-rectifier potassium channel. HEK293-Kir2.1, FluxOR thallium flux fluorescence; active compounds read low. AID 1672, 2009. 0.85% of 310,000 active. B-score at 10 µM;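 active = fluorescence ratio B-score at or below minus 3 SD of library scores, with starting-brightness B-score within 2 SD, cut at about -4.2 in these data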;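 note: channel flux triggered by added potassium and thallium sulfate stimulus; B-score of peak minus minimum fluorescence over baseline after thallium stimulus; more negative B-score means stronger Kir2.1 block with less thallium influx; some compounds called inactive have numbers as strong as hits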
# Target sequence (P35561 whole entry, looked up): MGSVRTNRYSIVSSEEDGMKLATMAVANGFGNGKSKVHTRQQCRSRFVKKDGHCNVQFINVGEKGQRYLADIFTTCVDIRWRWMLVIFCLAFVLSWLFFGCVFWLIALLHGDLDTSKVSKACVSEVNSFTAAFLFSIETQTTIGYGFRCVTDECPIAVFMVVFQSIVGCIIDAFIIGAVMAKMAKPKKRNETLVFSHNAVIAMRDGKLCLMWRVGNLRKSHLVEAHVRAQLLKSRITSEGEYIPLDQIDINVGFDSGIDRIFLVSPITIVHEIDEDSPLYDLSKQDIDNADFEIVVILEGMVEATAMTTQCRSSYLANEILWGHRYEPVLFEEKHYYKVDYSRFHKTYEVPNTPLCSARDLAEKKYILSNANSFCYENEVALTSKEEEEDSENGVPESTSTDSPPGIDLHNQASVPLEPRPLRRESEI
# Starred values were filed as active, the others as inactive; i = inactive; x = no result given.
SMILES,CHT inh,Kir21 inh
CC(=O)Nc1ccc(S(=O)(=O)N2CCc3cc4c(cc3C2C)OCCCO4)cc1 (stereo not given),i,-0.01
O=C(CCC(=O)c1ccc(Oc2ccccc2)cc1)Nc1ccc(Cl)cc1Cl,i,-1.1
Cc1ccc(S(=O)(=O)Nc2cc(C(F)(F)F)ccc2N2CCOCC2)c(C)c1,i,1.3
COC(=O)Cc1c(C)c2ccc(OC(=O)c3ccccc3)cc2oc1=O,i,-1.4
C/C=C/c1ccc(OCCCCOc2ccc(OC)cc2)c(OC)c1,i,-0.23
COc1ccccc1-n1c(SCC(=O)OC(C)C)nc2cccnc21,i,-0.94
Cc1nc(NC(=S)NC(=O)COc2ccc(Cl)cc2)ccc1Br,i,-0.3
O=S(=O)(c1cccc2cccnc12)N1CCN(Cc2ccccc2)CC1,i,-0.41
c1ccn(-c2ccc(N3CCOCC3)cc2)c1,i,-0.49
O=C(NCCSCc1ccco1)Nc1cccc(Cl)c1,i,0.28
CC1CCN(CCCNC(=O)c2cc3c(Cl)nc4ccccc4c3s2)CC1,i,0.56
C=CCn1c(=O)c(C(=O)Nc2ccc(C)cn2)c(O)c2ccccc21,i,0.45
O=C(CSc1ccccn1)Nc1ccc(Cl)cn1,i,-0.74
NC(=O)NC(=O)COC(=O)c1ccc(OC(F)F)cc1,i,0.73
COc1cc(C2NC(=S)NC(C)=C2C(=O)Nc2cc(C)cc(C)c2)ccc1O (stereo not given),i,0.68
O=C(OC(C(=O)NCc1ccc(F)cc1)c1ccccc1)c1ccco1 (stereo not given),i,0.09
Cc1ccccc1N1C(=S)NC2c3ccccc3OC1(C)C2C(=O)N(C)C (stereo not given),i,1.1
Nc1cc(OCC(F)(F)F)cc(OCC(F)(F)F)c1,i,-1
C/C=C(/C)C(=O)Nc1cccc(C2=NOC3(C2)C[C@@H](C(N)=O)N(C(=O)CC(c2ccccc2)c2ccccc2)C3)c1 (stereo not given in full),i,-0.42
O=C(CSc1ncccn1)NNC(=O)c1ccccc1,i,0.32
CCC(C)(C)n1nnnc1C(c1cccnc1)N1CCCC(C)C1 (stereo not given),i,0.64
COC(=O)C/C=C/[C@@H](C)[C@@H](/C=N/OC[C@@H](C)[C@H](OCc1ccccc1)C(C)C)NS(=O)(=O)c1ccc(C)cc1,i,2.9
C=CCN1C(=O)c2ccc(C(=O)N3CCN(S(=O)(=O)c4ccc(C(C)C)cc4)CC3)cc2C1=O,i,-1.4
Cc1cccc(C)c1NC(=O)c1cc(S(=O)(=O)N2CCOCC2)cn1C,i,0.15
COc1cccc(NC(=O)C2CCCN2C(=O)NC2CCCCC2)c1 (stereo not given),i,-1.9
CC(C)N(CC#CC(O)(c1ccccc1)c1ccccc1)CCO,i,0.24
O=C(Nc1ccccc1N1CCOCC1)c1ccccc1NS(=O)(=O)c1ccc(F)c(F)c1,i,-1.1
CN(c1ccc(O)cc1)c1nc(-c2cccs2)cs1,-5.1*,-0.13
c1ccc(CNc2nc(-c3ccccc3)nc3ccccc23)cc1,i,-0.99
Cc1nccnc1Sc1ccccc1,i,1
Cn1cnc2c1c(=O)[nH]c(=O)n2C,i,0
COC(=O)c1oc2ccc(Cl)cc2c1-n1cccc1,i,1.7
O=C(COc1ccc(Br)cc1)Nc1ccc(CN2CCOCC2)cc1,i,-0.36
C=CCOC(=O)C1=C(C)Nc2[nH]c(=O)[nH]c(=O)c2C1c1cccc(OC)c1 (stereo not given),x,-0.52
O=C(Nc1ccc(F)cc1)NC1CCCc2ccccc21 (stereo not given),i,0.01
O=C(Nc1ccc(CN2CCCCC2)cc1)c1cccc(F)c1,i,0.47
CC(C)CCNC(=O)c1ccc(CSCc2cccc(F)c2)o1,i,0.01
O=C(O)CCc1ccc(-c2cccs2)n1CC1CCCO1 (stereo not given),i,0.67
COc1ccc(C2(CNC(=O)c3ccco3)CCOCC2)cc1,i,-0.01
CC(C)N(c1ccccc1)c1ncnc(NCCC(=O)O)c1[N+](=O)[O-],i,0.51
O=C(NC1CCCC1)c1ccc(S(=O)(=O)N2CCCC2)cc1,i,0.78
CC(C)c1nc(SCC(=O)Nc2ccc3c(c2)OCO3)n[nH]1,i,-0.63
CC1=C(C(=O)OCC2CCCO2)C(c2cccc(C(F)(F)F)c2)C2=C(CC(c3ccco3)CC2=O)N1 (stereo not given),i,0
C#CCOCCOCCOCCNc1nc(N2CCN(C(=O)[C@H](CCC(=O)O)n3cc(C(N)[C@H](C)CC)nn3)CC2)nc(N2CCN(C(=O)[C@H](Cc3cc4ccccc4[nH]3)n3cc(C(N)[C@H](C)CC)nn3)CC2)n1 (stereo not given in full),i,1.4
CC(C)C(=O)N(c1ccc2oc(=O)sc2c1)S(=O)(=O)c1cccs1,i,1.3
N=c1c2c(n(Cc3ccc(F)cc3)c3c1CCC3)CCCC2,i,0.58
CCOc1ccc(NC(=O)c2ccc(NC(=O)COC(=O)c3ccc(NC(=O)CC#N)cc3)cc2)cc1,i,-0.67
N#CCCN(C(=O)CN1C(=O)NC2(CCCC2)C1=O)c1ccccc1F,i,0.33

# Quoted from the listing:
# N#CCCN(C(=O)CN1C(=O)NC2(CCCC2)C1=O)c1ccccc1F – Kir21 inh: 0.33
# N=c1c2c(n(Cc3ccc(F)cc3)c3c1CCC3)CCCC2 – Kir21 inh: 0.58

# The listing continues:
SMILES,CHT inh,Kir21 inh
CCCNC(=O)c1ccc(N2CCC3(CC2)CC(c2cccc(Br)c2)=NO3)c(NC(=O)c2ccccc2)c1,i,-1.7
Cc1cc(Cl)ccc1OCC(=O)OC(C)C(=O)NC(N)=O (stereo not given),i,-0.25
CCOC(=O)CC(=O)CSc1nc2ccccc2c(=O)n1-c1ccc(C(=O)N2CCOCC2)cc1,i,-0.1
O=C1CCC/C1=C/Nc1ccc2c(c1)OCO2,i,-0.06
Cc1nc(NC(=O)CSc2nnnn2C)sc1C,i,2.1
O=C(Cc1ccc(Br)cc1)Nc1ccccc1N1CCCC1,i,-1.5
Cc1ccc(CNCc2cccnc2)s1,i,0.34
O=C(/C=C/c1cc([N+](=O)[O-])ccc1OC(F)F)Nc1cccc([N+](=O)[O-])c1,i,1
Cc1ccc(NC(=O)c2cc(C)nc3ccccc23)cc1,i,1.6
COC(=O)c1sccc1NC(=O)Nc1cc(OC)ccc1OC,i,-0.87
CCOc1ncccc1C(=O)OCC(=O)N(CC(C)C)c1c(N)n(Cc2ccccc2)c(=O)[nH]c1=O,i,1.4
NC(=O)c1ccc[n+](CC(=O)c2ccc(NC(=O)c3ccccc3)cc2)c1,i,-0.31
C/C(=N\NC(=O)c1cccc(N/N=C(\C)c2ccccc2)c1)c1ccccc1,i,x
COc1ccc(-c2nc(CS(=O)(=O)CC(=O)NCc3ccccc3Br)c(C)o2)cc1,i,0.79
O=C(O)c1ccc(NCc2ccc(Br)cc2)cc1,i,0.62
CN1C=CC=C/C1=C1/SC(=S)N(Cc2ccccc2)C1=O,i,0.06
Nc1nc(-c2ccccc2)c(N=Nc2cccc3ccccc23)s1,i,-0.15
Nc1nccc(-c2nn(-c3ccc(Cl)cc3)ccc2=O)n1,i,1.5
CCN(CC)C(=O)Cn1c(=O)oc2ccccc21,i,-0.04
CC1CCN(S(=O)(=O)N2CCC(C(=O)NCc3ccc4c(c3)OCO4)CC2)CC1,i,2.7
COc1ccc(/C=C/C2=CC(C)(C)NC(=S)N2)c(OC)c1,i,0.3
COc1ccc2[nH]c(=O)c(-c3nnn(-c4ccccc4)n3)cc2c1,i,0.95
COC(C[C@@H]1O[C@H]1[C@@H](O)COCc1ccccc1)OC,x,1.1
CC(=O)Nc1ccc(N(C(=O)c2cnccn2)C(C(=O)NC2CCCCC2)c2ccc(O)cc2)cc1 (stereo not given),i,2.8
CCOC(=O)Cn1nc(/C=C/c2ccccc2)ccc1=O,i,0.99
Cc1nc(NN)nc(NCc2ccccc2)n1,i,1.6
Cc1ccc(C(=O)NC2(C(F)(F)F)N=C3SCCN3C2=O)cc1 (stereo not given),i,0.11
CCOC(=O)c1cnc(SCc2nc(N)nc(Nc3ccccc3)n2)nc1N,i,-0.6
CCOCCc1nnc(NC(=O)C2CC(=O)N(CCc3ccc(F)cc3)C2)s1 (stereo not given),i,-0.58
COc1cc(C(=O)Nc2ccc(N(C)C)cc2)c([N+](=O)[O-])cc1OC,i,1.5
Nc1cc(C(F)(F)F)cc([N+](=O)[O-])c1N,i,0.01
CCOC(=O)CC(NC(=O)CCc1c(C)nc2nc(C)nn2c1C)c1ccc(C)cc1 (stereo not given),i,-1.3
COc1cc(-c2nc(-c3ccccc3)c(-c3cccs3)[nH]2)cc(OC)c1OC,i,-0.04
COC(=O)CCN(c1ccccc1)S(=O)(=O)c1cc(-c2cc(C)no2)ccc1C,i,0.09
C=CCSc1ncc(C#N)c(N)n1,i,0.38
COC(=O)C1=C(N)Oc2cc(C)n(Cc3ccco3)c(=O)c2C1c1cccc(Cl)c1 (stereo not given),i,-0.17
COc1ccc(C2/C(=C(\O)c3ccc4c(c3)OCCO4)C(=O)C(=O)N2Cc2ccco2)c(OC)c1 (stereo not given),i,0.02
O=c1c2ccccc2[nH]c(=S)n1CCc1ccccc1,i,1.1
Cc1ccc(-c2cc(C(F)F)n3ncc(C(=O)N4CCN(c5ccccn5)CC4)c3n2)cc1,i,2.1
CCOC(=O)N1CCC(NC(=O)c2ccc3nc(N4CCOCC4)sc3c2)CC1,x,0.61
COc1cc(OC)cc(C(=O)Nc2ccc3nc4n(c(=O)c3c2)CCCCC4)c1,i,-0.46
N#CCn1cnc2c(oc3ccccc32)c1=O,i,0.94
C=CCN(CCNP(=O)(OCC)OCC)CP(=O)(OCC)OCC,i,0.02
Cc1ccc(CN2C3=NC(=O)CN3c3ccccc32)cc1,i,-1.9
CCCCn1nnc(NC(=O)COc2cc(C)ccc2C(C)C)n1,i,0.95
COC(=O)c1ccc(SC2CCCCC2)c([N+](=O)[O-])c1,i,0.03
CCN(CC)CCN(C(=O)c1ccc2c(c1)CCCC2)c1nc2ccc(C)cc2s1,i,0.68
Clc1ccc(Cn2ccc3ccccc32)cn1,i,0.34

# Two entries from above in another layout:
compound | CHT inh | Kir21 inh
C=CCN1C(=O)c2ccc(C(=O)N3CCN(S(=O)(=O)c4ccc(C(C)C)cc4)CC3)cc2C1=O | i | -1.4
O=C(/C=C/c1cc([N+](=O)[O-])ccc1OC(F)F)Nc1cccc([N+](=O)[O-])c1 | i | 1

# Further entries follow:
SMILES,CHT inh,Kir21 inh
Cn1nc(-c2ccccc2)c(N2CCCCC2)cc1=O,i,0.01
O=C1CCCC2=C1C(c1cccc(O)c1)c1c(ccc3ncccc13)N2 (stereo not given),i,-0.12
COc1cc(OC)c(OC)cc1CN1CCCC(C(=O)c2ccc3c(c2)OCO3)C1 (stereo not given),i,0.36
O=S(=O)(Nc1ccncc1)c1cc(Cl)ccc1Cl,i,-1.8
O=C(Oc1ccccc1F)c1ccc2c(=O)n3c(nc2c1)CCC3,i,-0.17
CCc1ccc(C2CC(c3ccccc3)Nc3nc(N)nn32)cc1 (stereo not given),i,0
O=C(CSc1nc2cc(Cl)c(Cl)cc2[nH]1)c1ccc2c(c1)OCO2,i,0.68
O=C(NCCCCNC(=O)c1ccc(F)cc1)c1ccc(F)cc1,i,-0.08
O=C(O)COc1ccc(Oc2ccccc2)cc1,i,0.88
NC(=O)c1ccc(C(F)(F)F)n(Cc2c(Cl)cccc2Cl)c1=O,i,0.79
COc1ccc(C2=NS(=O)(=O)N(C)C(C(=O)Nc3ccc4c(c3)OCO4)=C2)cc1,i,x
CCCNC(=O)c1cnc(Sc2ncc(C(F)(F)F)cc2Cl)n1C,i,0.59

# 6 entries already listed, sorted by formula weight, rising:
SMILES,CHT inh,Kir21 inh
c1ccn(-c2ccc(N3CCOCC3)cc2)c1,i,-0.49
Cn1nc(-c2ccccc2)c(N2CCCCC2)cc1=O,i,0.01
O=C(Nc1ccc(F)cc1)NC1CCCc2ccccc21 (stereo not given),i,0.01
O=C(NCCSCc1ccco1)Nc1cccc(Cl)c1,i,0.28
C=CCn1c(=O)c(C(=O)Nc2ccc(C)cn2)c(O)c2ccccc21,i,0.45
CC(=O)Nc1ccc(S(=O)(=O)N2CCc3cc4c(cc3C2C)OCCCO4)cc1 (stereo not given),i,-0.01

# Rewritten as labelled records: entries from further up.
CCc1ccc(C2CC(c3ccccc3)Nc3nc(N)nn32)cc1 (stereo not given)
  CHT inh: i
  Kir21 inh: 0

O=C1CCCC2=C1C(c1cccc(O)c1)c1c(ccc3ncccc13)N2 (stereo not given)
  CHT inh: i
  Kir21 inh: -0.12

# Next part.
SMILES,CHT inh,Kir21 inh
Fc1cccc(/C=N/Nc2ncnc3nc[nH]c23)c1,i,-0.31
O=C(c1ccco1)N1CCN(S(=O)(=O)c2ccc(S(=O)(=O)NC3CCCCC3)cc2)CC1,i,0.96
Cc1ccc(CN2CCSc3ccc(C(=O)NC4CCCC4)cc32)cc1,i,1
CCCOc1cccc(OCC(=O)Nc2nc3ccccc3[nH]2)c1,i,0.01
Cc1ccc(/C=C/C(=O)OC(C)C(=O)NC2CCCCC2C)o1 (stereo not given),i,-0.23
CC(=O)c1ccc(OCCOc2ccc([N+](=O)[O-])cc2)cc1,i,0.82
O=C(NCc1ccccc1)N1CCN(c2ccc(F)cc2)CC1,i,0
CC(C)(C)S(=O)(=O)c1ccc(S(=O)(=O)C(C)(C)C)s1,i,0.76
COc1ccc(CC(NC(C)=O)C(=O)NC2CCN(C(=O)Nc3ccccc3C)CC2)cc1OC (stereo not given),i,1
Cc1cc(C)c2cc(CN(CCO)C(=O)Nc3ccc(Cl)cc3)c(=O)[nH]c2c1,i,3.4
O=C(NN1C(=O)C2C(c3ccccc3)C=CC(c3ccccc3)C2C1=O)c1ccccc1 (stereo not given),i,0.17
O=C1c2ccccc2C2=Nc3ccccc3SC(c3ccc(Cl)cc3)C12 (stereo not given),i,0.01
COCCN=C1NN=C(c2ccc(NC(C)=O)cc2)CS1,i,-0.34
